Screens: PubChem, National Center for Advancing Translational Sciences (NCATS)
TrxR1 substrate – substrates of rat thioredoxin reductase 1. purified TrxR1 substrate turnover, NADPH consumption readout. Potency, µM (doses to about 114 µM), for inactives: at the highest dose activity change, negative = substrate turnover. 390,000 compounds, 0.01% hits. AID 588456; also: potency is read from the fitted curve at half-maximal effect; % is scaled to controls: 0 for no effect and ±100 for the full control effect; nearly all actives have a fitted effect of over 50% in size
Target sequence (O89049 whole entry, looked up): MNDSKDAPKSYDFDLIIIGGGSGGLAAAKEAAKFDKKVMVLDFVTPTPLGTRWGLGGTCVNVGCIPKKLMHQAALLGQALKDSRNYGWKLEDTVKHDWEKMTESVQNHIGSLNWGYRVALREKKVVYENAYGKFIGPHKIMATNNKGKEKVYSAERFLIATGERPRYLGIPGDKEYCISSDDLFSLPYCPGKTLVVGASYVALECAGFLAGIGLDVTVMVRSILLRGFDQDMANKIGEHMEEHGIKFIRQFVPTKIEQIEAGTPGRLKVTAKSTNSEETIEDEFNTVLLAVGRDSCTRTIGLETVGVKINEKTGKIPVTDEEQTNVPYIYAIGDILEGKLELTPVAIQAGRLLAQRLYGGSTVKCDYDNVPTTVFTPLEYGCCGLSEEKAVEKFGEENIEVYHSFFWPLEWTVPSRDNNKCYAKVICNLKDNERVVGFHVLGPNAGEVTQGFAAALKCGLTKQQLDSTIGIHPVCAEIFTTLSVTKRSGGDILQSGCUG
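Rat TrxR1, dispensed at 90 nM, was prereduced with 400 uM NADPH (final) for 5 min at ~22 deg C, then incubated with compound 15 min before 400 uM selenite. A first-read NADPH fluorescence drop versus no-compound background flagged substrates.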
USP1 inh – inhibitors of human USP1/UAF1 deubiquitinase; O94782; recombinant USP1/UAF1, Ub-Rhodamine cleavage fluorescence; Potency, µM (doses to about 57.1 µM), without a hit: top-dose activity change, negative = inhibition, most hits filed as inhibitors; 390,000 compounds, 0.23% hits; AID 743255; also: potency is read from the fitted curve at half-maximal effect; % is scaled to controls: 0 for no effect and ±100 for the full control effect; nearly all actives have a fitted effect of over 60% in size; inactives centre near -12
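USP1/UAF1 complex at 1 nM was preincubated with compound for 15 min at room temperature, then Ub-Rho substrate (150nM final) was added. Fluorescence (480/540 nm) was read kinetically, 6 reads every 60 seconds.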
TRHR enhancer – TRH receptor (human) allosteric enhancement. P34981. TRHR cells, fluo-8 calcium fluorescence, EC20 TRH enhancement. enhancement, % at 2 µM. 360,000 compounds, 0.66% hits; in the data active = enhancement above about 30%; also: 0% is about no effect
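Enhancer read-out: after compound pinning and an initial kinetic agonist-mode read, an EC20 of TRH (10 nM final) was injected and fluo-8 calcium signal (Ex 480/Em 530) followed at 1 s/cycle for 100 cycles in TRHR-expressing cells.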
D2 antag – antagonizes the human D2 dopamine receptor | P14416 | HEK293 TREx D2 cells, calcium flux, dopamine EC80 | inhibition, % at 10 µM | 340,000 compounds, 2% hits; in the data active = inhibition above about 30%; also: 0% is about no effect
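Cells plated overnight at 30 C with tetracycline; no-wash calcium dye, 30–90 min RT; 10 s baseline; compound pinned; 180 s read; EC80 dopamine added; another 180 s read.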
D2 agonist – D2 dopamine receptor (human) agonism; HEK293 T-REx D2 cells, calcium flux agonist mode; activation, % at 2 µM; 340,000 compounds, 0.53% hits; AID 485358;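 active = activation over 3 SD above normal in the single-dose calcium agonist read, cut at about 30% in these data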; also: 0% is about no effect
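Tetracycline-induced HEK293 Trex cells with D2 receptor force-coupled to calcium signaling, plated overnight at 30 C and loaded with no-wash calcium dye. Calcium flux read kinetically for 180 s after compound addition; responses flag agonists.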
TRHR agonist – activates the human TRH receptor; P34981; TRHR cells, calcium flux fluo-8, FDSS agonist mode; activation, % at 2 µM; 360,000 compounds, 0.18% hits; AID 493084; in the data active = activation above about 30%; also: 0% is about no effect
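Fluo-8-loaded TRHR cells; 10 s baseline, compound added, kinetic Ca2+ fluorescence read 1/s, agonist mode.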
TrxR1 inh – inhibitors of rat thioredoxin reductase 1; O89049; recombinant rTrxR1, NADPH fluorescence consumption, selenite substrate; Potency, µM (doses to about 114 µM), without a hit: at the top dose activity change, negative = inhibition, most hits filed as inhibitors; 390,000 compounds, 1% hits; also: potency is read from the fitted curve at half-maximal effect; % is scaled to controls: 0 for no effect and ±100 for the full control effect; nearly all actives have a fitted effect of over 65% in size
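Rat TrxR1 (90 nM in the dispensed reagent) was pre-reduced with 400 uM NADPH for 5 min at room temperature, then incubated with compound for 15 min. After 400 uM selenite was added, NADPH fluorescence (Ex 340/Em 450 nm) was followed for 8 min.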
PI4K2A inh – blocks human PI4K2A kinase activity; AID 1346378; activity change, negative = inhibition, % at 76.9 µM; 420,000 compounds, 0.13% hits; Q9BTU6; purified PI4K2A, ADP-Glo luminescence, 1 h; active compounds read low; in the data active = activity change below about -50%; inconclusive = mostly about -30% to -49%;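 also: -100% = wells without enzyme as full effect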
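Compounds are screened against recombinant PI4K2A using PI as substrate and ATP, the latter dispensed at 300 microM. Reactions run one hour at ambient temperature before ADP-Glo detection; full inhibition defined by wells lacking enzyme.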
IDH1 R132H inh – human IDH1 R132H inhibition; O75874; IDH1-R132H enzyme, NADPH consumption, diaphorase/resazurin fluorescence; Potency, µM (series often up to 76.6 µM), without a hit: at the highest dose activity change, negative = inhibition, actives largely listed as inhibitors; 390,000 compounds, 0.093% hits; AID 602179; also: potency is read from the fitted curve at half-maximal effect; % is scaled to controls: 0 for no effect and ±100 for the full control effect; nearly all actives have a fitted effect of over 65% in size
Target sequence (O75874 whole entry R132H, stated change not applied): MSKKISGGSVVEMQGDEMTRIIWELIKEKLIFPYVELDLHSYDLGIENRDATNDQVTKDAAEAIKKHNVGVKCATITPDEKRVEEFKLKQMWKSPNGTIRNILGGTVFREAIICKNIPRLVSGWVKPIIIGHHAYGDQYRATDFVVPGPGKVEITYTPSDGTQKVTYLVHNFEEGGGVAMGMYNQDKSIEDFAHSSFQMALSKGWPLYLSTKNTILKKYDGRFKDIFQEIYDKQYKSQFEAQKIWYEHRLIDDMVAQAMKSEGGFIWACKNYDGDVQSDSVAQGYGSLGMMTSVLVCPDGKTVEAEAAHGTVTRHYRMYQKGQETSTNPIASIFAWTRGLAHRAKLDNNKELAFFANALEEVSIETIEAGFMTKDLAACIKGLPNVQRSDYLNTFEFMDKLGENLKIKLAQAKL
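IDH1-R132H (0.5 ug/mL dispensed) in pH 7.5 Tris buffer was preincubated 30 min with compound, then given a substrate mix of 0.016 mM NADPH and 2 mM alpha-KG for 80 min at room temperature; remaining NADPH was read by diaphorase/resazurin fluorescence.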
* marks the source's active call; other numbers are inactive results; ? = inconclusive; nt = no result given; & = joins results of further samples; [ ] = remark or other dose. Unless noted, calls follow the shape of the dose curve; as a rule, active = well fitted inhibition curve with a large enough effect; inconclusive = small, poorly fitted or top-dose-only effect; inactive = no such curve, though single readings can be large or run the other way. An unsorted share of the library. Share with any hit: about 3.9%.

SMILES	TrxR1 substrate	USP1 inh	TRHR enhancer	D2 antag	D2 agonist	TRHR agonist	TrxR1 inh	PI4K2A inh	IDH1 R132H inh
O=C(c1cccc([N+](=O)[O-])c1)c1ccccn1	-4.8%	-14.1%	-5.8	-11.8	-1.0	-2.9	11.0%	-0.8	-3.3%
COCCN1Cc2cccc(C(=O)Nc3ccc(S(=O)(=O)N4CCCCC4)cc3)c2C1=O	1.4%	-13.0%	-2.3	-3.4	2.6	0.6	5.4%	-0.5	3.5%
Cn1nc(-c2ccc(C(=O)Nc3cccc(C(F)(F)F)c3)cc2)c2ccccc2c1=O	-0.7%	-15.4%	-2.4	nt	0.2	-0.7	17.3%	-2.1	-6.3%
O=C(Cn1c(=O)oc2ccccc21)Nc1ccccc1Cl	-9.8%[57.1 µM]	-16.8%	4.2	1.9	0.1	-0.6	5.8%[57.1 µM]	4.0	0.7%
O=C(OCc1ccccc1Cl)c1ccc(-n2cnnc2)cc1	1.3%	-14.7%	3.3	11.3	-0.2	-0.6	14.1%	3.9	6.5%
O=C(CN1C(=O)CS/C1=C\c1nc(-c2ccc(Cl)cc2)cs1)Nc1cccnc1Cl	7.8%	-0.2%	-1.2	-8.6	-1.0	-0.1	23.1%	-2.5	1.0%
Cc1ccc(COc2ccc(CNCCCN3CCCCCC3=O)cc2)cc1	5.9%	-12.5%	3.9	16.9	-1.2	0.0	4.1%	-21.6	4.0%
Cc1ccc(O)c(NC(=O)/C=C/C(=O)O)c1	0.7%	-8.3%	-11.2	nt	nt	-0.3	3.2%	3.4	-2.2%
COc1cc(NC(=O)c2ccco2)c(OC)cc1NC(=O)Nc1ccc(Cl)cc1	16.3%	1.5%	-3.6	-9.2	-0.8	0.0	26.6%	0.8	0.1%
O=C(OCC(=O)N1CCOCC1)c1ccc2[nH]c3c(c2c1)CCCC3	1.5%	-2.5%	-0.3	-3.4	0.0	0.2	4.9%	3.2	-1.5%
CCOC(=O)c1ccc(Nc2ncnc3ccc(C)cc23)cc1	36.5%	-11.6%	1.7	-25.8	0.6	0.0	17.7%	-1.3	0.0%
Cc1ccc2onc(CC(=O)N3CCN(c4cccc(Cl)c4)CC3)c2c1	10.2%[11.4 µM]	-14.0%	-9.5	nt	0.2	-0.5	-16.5%	0.1	32.4%
O=C(C=Cc1ccccn1)c1ccccc1	3.4%[57.1 µM]	-10.0%	nt	nt	nt	nt	-87.2%[57.1 µM]	9.6	3.3%
O=C(COC(=O)c1ccccn1)Nc1nc(-c2cccc([N+](=O)[O-])c2)cs1	-3.9%[0.0914 µM]	1.4%	-8.7	-3.4	1.8	-0.6	24.6%	-0.4	4.2%
CCn1nc(C)c(CNC(=O)c2cc(COc3ccc(C)nc3)on2)c1C	6.9%	-22.1%	1.4	nt	nt	0.2	23.5%	5.4	-8.3%
CC(=O)N1CC=CC1(CC(C)C)C(=O)NCCN1CCOCC1 (configuration not stated)	2.6%	-4.2%	4.3	8.1	1.8	1.1	1.8%	2.3	-0.5%
CCN(CC)CCn1c2c(c(SCC(=O)Nc3cc(C)cc(C)c3)nc1=O)CCC2	4.7%	-7.5%	-4.5	-4.4	-0.8	-0.2	13.6%	2.0	15.3%
O=c1c2cc([N+](=O)[O-])ccc2nc2n1CCCC2	-6.6%	-15.5%	3.6	4.2	2.1	1.1	4.0%[57.1 µM]	10.2	-0.4%
CCN(C[C@H]1N[C@@](CC)(C(=O)OC)[C@H]2C(=O)N(C)C(=O)[C@@H]12)C(=O)Nc1ccc(Cl)cc1	1.6%	-26.0%	nt	nt	nt	nt	9.5%	-3.3	7.8%
O=C(c1ccco1)N1CCN(C(c2ccccc2F)c2nnnn2CC2CCCO2)CC1 (configuration not stated)	8.0%[57.1 µM]	5.0%	1.8	9.3	-0.8	1.0	-0.9%[57.1 µM]	-7.7	-2.3%
c1ccc(COc2ccc(CNCc3cccnc3)cc2)cc1	7.6%[57.1 µM]	-7.3%	-7.8	4.1	0.8	0.3	29.2%[57.1 µM]	1.1	1.2%
CCn1c(=O)cc(OCC(=O)N2CCc3ccccc32)c2ccccc21	-1.4%[57.1 µM]	-5.2%	-5.2	-4.5	-2.6	-0.3	-8.7%[57.1 µM]	1.8	13.5%
O=C(Nc1ccc(N2CCOCC2)c(Cl)c1)c1ccc(Cl)cc1	-6.6%	-2.7%	-9.0	-8.7	0.4	-0.2	7.1%[57.1 µM]	1.4	34.0%[activator]
CC(=O)c1cccc(NC(=O)c2oc3c(c2C)-c2nn(Cc4ccc(Cl)cc4)cc2CC3)c1	10.4%[11.4 µM]	-30.5%	14.4	nt	0.7	-0.1	27.8%	-17.7	8.1%
Cc1nc2ccccc2n1CCc1nc2c3ccccc3nc(SCC(=O)Nc3cccc(C(F)(F)F)c3)n2n1	7.6%[57.1 µM]	-26.5%	1.9	nt	nt	-0.1	19.7%[57.1 µM]	-14.4	-1.8%
Next compounds follow.
SMILES	TrxR1 substrate	USP1 inh	TRHR enhancer	D2 antag	D2 agonist	TRHR agonist	TrxR1 inh	PI4K2A inh	IDH1 R132H inh
Nc1c(C(=O)O)ccc2c1C(=O)c1ccccc1C2=O	-0.8%[57.1 µM]	-25.7%	3.9	-23.8	-0.8	1.3	5.6%[57.1 µM]	-17.2	1.4%
CN(C)CCCN(C(=O)c1cc2ccccc2oc1=O)c1nc2ccc(F)cc2s1	-13.0%	-9.6%	-0.6	10.8	0.9	1.3	-12.8%	-0.6	12.7%
COc1cccc(NC(=O)Cn2c(=O)n(CCCCC(=O)NCc3ccccc3Cl)c(=O)c3ccccc32)c1	3.6%	-20.9%	3.2	nt	0.2	0.1	32.3%	-2.8	1.9%
CCOc1ccccc1-c1cc(-c2ccc(OC)cc2)nc2c1c(=O)n(C)c(=O)n2C	-3.4%	-1.0%	-6.6	-1.8	0.4	0.6	-4.8%	-1.8	-2.4%
Cc1c(CNCCc2ccccc2Cl)c(C(=O)O)c(C)n1-c1ccccc1	11.6%	-22.1%	-6.4	4.8	1.0	-0.4	?	-0.3	15.6%
Cc1ccc(C)c(NC(=O)Cn2cc(S(=O)(=O)c3ccc(F)cc3)c(=O)c3cc(F)ccc32)c1	0.5%	-22.2%	-4.8	nt	0.7	1.0	3.1%	4.6	0.8%
Cc1onc(-c2c(F)cccc2Cl)c1C(=O)Nc1sc2c(c1C#N)CCC(C(C)(C)C)C2 (configuration not stated)	6.8%[57.1 µM]	-5.4%	2.3	6.8	-0.6	0.5	40.3%[activator][57.1 µM]	0.7	-2.9%
CCc1nnc(NS(=O)(=O)c2ccc(N=Cc3c(C)[nH]n(-c4ccc(C)cc4)c3=O)cc2)s1	-11.5%	-3.2%	3.1	0.4	-0.3	0.2	?	-2.9	4.6%
Cc1cc(=O)oc2cc(OCC(=O)OCC(=O)Nc3ccc(C(N)=O)cc3)ccc12	21.5%	-4.0%	1.8	-1.9	0.7	-0.3	-3.3%	7.4	-5.1%
CCCSc1nc2sc3c(c2c(=O)n1-c1ccc(C)c(Cl)c1)CCN(C(C)=O)C3	-6.2%	?	0.4	nt	-0.3	0.1	8.5%	0.8	9.6%
O=C(NN1CCOCC1)c1cccc2ccccc12	4.0%[57.1 µM]	-16.4%	1.6	26.9	-1.1	-0.4	0.8%[57.1 µM]	-0.1	4.8%
COCCNC(=O)CCc1nc2cccnc2n1Cc1ccc(OC)cc1	-3.9%&-2.7%	-6.6%&1.1%	-2.2&3.4	-9.5	0.7&-1.0	0.6&-1.6	17.1%&-11.7%	-7.0&-2.2	-4.2%&1.7%
Cc1ccc(-c2nnc(N3CCN(CCO)CC3)c3ccccc23)cc1	4.5%[57.1 µM]	-5.5%	12.5	11.4	-0.8	-2.9	21.3%[57.1 µM]	-5.7	-3.0%
CC(C)(C)CC(=O)Nc1nnc(SCC(=O)N2CCCCC2)s1	2.0%	-12.0%	-0.8	-6.7	0.2	0.4	8.5%	1.5	10.2%
CC1CCCN(c2nc3c(c(=O)[nH]c(=O)n3C)n2CCCc2ccccc2)C1 (configuration not stated)	-8.6%	?	-23.9	5.1	-0.4	-0.8	-16.7%	1.6	-2.1%
CCn1c(=O)c2c(nc(SCC(=O)N3CCCC(C)C3)n2C)n(C)c1=O (configuration not stated)	4.2%[57.1 µM]	-20.0%	-0.7	3.8	-2.9	0.0	11.5%[57.1 µM]	-0.7	-2.3%
FC(F)(F)c1ccncc1-c1nnc(C2CCCCC2)o1	5.2%[57.1 µM]	-13.4%	3.2	-11.2	0.1	0.3	14.0%[57.1 µM]	2.1	-1.8%
CC(=O)c1ccc(NC(=O)CN2C(=O)NC3(CCCc4ccccc43)C2=O)cc1 (configuration not stated)	-1.3%	-2.8%	nt	nt	nt	nt	17.6%	2.1	-9.6%
Cn1c(=O)c(C(=O)Nc2ccccc2S(N)(=O)=O)c(O)c2ccccc21	-0.7%	-10.0%	3.9	-8.4	0.4	0.1	-2.7%	6.0	5.2%
NC(=O)C1CCN(CCC(=O)Nc2cccc(Cl)c2)CC1	2.8%	-4.1%	-2.5	6.5	0.6	-0.1	17.0%	-4.6	8.8%
COc1ccc(CN2CCN(C(=O)c3cc(-c4cccnc4)nc4ccc(Cl)cc34)CC2)c(OC)c1OC	-0.2%[57.1 µM]	-8.1%	-4.8	12.9	0.6	-0.1	-47.7%	1.6	-1.8%
CC(=O)c1c(C)[nH]c(C(=O)COC(=O)c2cccs2)c1C	-11.4%	6.2%	nt	nt	nt	nt	-8.2%	-4.9	7.4%

A second format for two compounds above:
> Cn1nc(-c2ccc(C(=O)Nc3cccc(C(F)(F)F)c3)cc2)c2ccccc2c1=O
  TrxR1 substrate: -0.7%
  USP1 inh: -15.4%
  TRHR enhancer: -2.4
  D2 antag: nt
  D2 agonist: 0.2
  TRHR agonist: -0.7
  TrxR1 inh: 17.3%
  PI4K2A inh: -2.1
  IDH1 R132H inh: -6.3%

> O=C(Cn1c(=O)oc2ccccc21)Nc1ccccc1Cl
  TrxR1 substrate: -9.8%[57.1 µM]
  USP1 inh: -16.8%
  TRHR enhancer: 4.2
  D2 antag: 1.9
  D2 agonist: 0.1
  TRHR agonist: -0.6
  TrxR1 inh: 5.8%[57.1 µM]
  PI4K2A inh: 4.0
  IDH1 R132H inh: 0.7%
